# From PubChem BioAssay
# CHRM5 agonist – agonists of human muscarinic M5 receptor (CHRM5). CHO-K1 hM5 cells, Fluo-8 calcium fluorescence; 0% DMSO wells, 100% maximal acetylcholine response. activation, % at 3 µM. hit rate 0.19% among 360,000. AID 624037;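 active means activation above the run's mean over test compounds plus 3 SD, cut at about 23% in these data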;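 further: signal is peak over basal fluorescence ratio across the kinetic read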
# M4 PAM – CHRM4 positive allosteric modulation; CHO-K1 hM4/Gqi5, Fluo-8 calcium fluorescence, ACh EC20; 0% = ACh EC20, 100% = maximal ACh; activation, % at 3 µM; AID 624126; hit rate 0.4% among 360,000;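 active means activation above its plate's cutoff, the mean activation of sample wells plus 3 SD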; further: some results filed as inactive read as strong as hits
# CRFR2-BP ag – agonists of human CRF-binding protein/CRF-R2 receptor complex | HEK293 CRF-R2/CRF-BP, calcium dye fluorescence (FLIPR); percent of saturating CRF peptide response | activation, % at 13.2 µM | hit rate 0.46% among 350,000;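 active means activation of at least 50%, plus an integration ratio under a set limit after plate pattern correction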;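 further: plate controls were neutral control wells without compound for no effect and CRF at EC100 for full effect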
# CRFR2-BP antag – antagonists of CRF-binding protein/CRF-R2 receptor complex; HEK293 CRF-R2/CRF-BP, CRF-induced calcium fluorescence; inhibition, % at 11.8 µM; hit rate 0.59% among 350,000; AID 588475;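 active means inhibition of the ligand-induced calcium signal above about 50% at the single tested concentration, limit read from the data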
# M5 antag – antagonists of human muscarinic M5 receptor (CHRM5). hit rate 0.59% among 360,000. P08912. CHO-hM5 cells, Fluo-8 calcium fluorescence, ACh EC80. inhibition, % at 3 µM. AID 624040;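 active means inhibition above a per-plate cutoff, the mean of that plate's test compounds plus 3 SD, cut at about 27% in these data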;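 further: 0% = acetylcholine EC80 with DMSO and 100% = DMSO without agonist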
# CHRM4 antagonist – CHRM4 antagonism in calcium assay; hit rate 0.73% among 360,000; inhibition, % at 3 µM; AID 624125; CHO-hM4 cells, ACh EC80, Fluo-8 calcium fluorescence; P08173;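 active means inhibition above its plate's cutoff, the mean inhibition of sample wells plus 3 SD, cut at about 27% in these data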;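 further: 0% = acetylcholine EC80 with DMSO and 100% = DMSO without agonist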
# CHRM5 PAM – potentiates acetylcholine response at human M5 receptor; hit rate 0.3% among 360,000; activation, % at 3 µM; CHO-K1 hM5, Fluo-8 calcium, ACh EC20 PAM; 0% = ACh EC20, 100% = ACh EC100; P08912;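 active means activation above the run cutoff, the mean activation of all test compounds plus 3 SD, cut at about 18% in these data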
#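 System: CHO-K1 hM5 cells. Reagent: acetylcholine, EC20 level. Compound dosing: single dose, 3 µM nominal final test concentration. Timing: Post-acetylcholine fluorescence recording 140 s. Detection: Fluo-8 calcium fluorescence. Read-out: % activation, ACh-normalized. Benchmarks: ACh EC20 and EC100 wells. Repeats: singlicate, one well per test compound.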
# IDE inh – inhibits human insulin-degrading enzyme in HEK cells; FAbetaB cleavage, fluorescence polarization; inhibition, % at 5.59 µM; hit rate 0.41% among 320,000;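 active means percent inhibition above the average of all tested compounds plus 3 SD, set per screening campaign, cut at about 16% in these data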;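 further: IDE supplied by intact live HEK cells; FP after avidin binding of uncleaved biotin substrate so inhibition keeps polarization high; 0% = DMSO wells and 100% = 60 µM reference IDE inhibitor Ii1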
# Target sequence (P14735 whole entry, looked up): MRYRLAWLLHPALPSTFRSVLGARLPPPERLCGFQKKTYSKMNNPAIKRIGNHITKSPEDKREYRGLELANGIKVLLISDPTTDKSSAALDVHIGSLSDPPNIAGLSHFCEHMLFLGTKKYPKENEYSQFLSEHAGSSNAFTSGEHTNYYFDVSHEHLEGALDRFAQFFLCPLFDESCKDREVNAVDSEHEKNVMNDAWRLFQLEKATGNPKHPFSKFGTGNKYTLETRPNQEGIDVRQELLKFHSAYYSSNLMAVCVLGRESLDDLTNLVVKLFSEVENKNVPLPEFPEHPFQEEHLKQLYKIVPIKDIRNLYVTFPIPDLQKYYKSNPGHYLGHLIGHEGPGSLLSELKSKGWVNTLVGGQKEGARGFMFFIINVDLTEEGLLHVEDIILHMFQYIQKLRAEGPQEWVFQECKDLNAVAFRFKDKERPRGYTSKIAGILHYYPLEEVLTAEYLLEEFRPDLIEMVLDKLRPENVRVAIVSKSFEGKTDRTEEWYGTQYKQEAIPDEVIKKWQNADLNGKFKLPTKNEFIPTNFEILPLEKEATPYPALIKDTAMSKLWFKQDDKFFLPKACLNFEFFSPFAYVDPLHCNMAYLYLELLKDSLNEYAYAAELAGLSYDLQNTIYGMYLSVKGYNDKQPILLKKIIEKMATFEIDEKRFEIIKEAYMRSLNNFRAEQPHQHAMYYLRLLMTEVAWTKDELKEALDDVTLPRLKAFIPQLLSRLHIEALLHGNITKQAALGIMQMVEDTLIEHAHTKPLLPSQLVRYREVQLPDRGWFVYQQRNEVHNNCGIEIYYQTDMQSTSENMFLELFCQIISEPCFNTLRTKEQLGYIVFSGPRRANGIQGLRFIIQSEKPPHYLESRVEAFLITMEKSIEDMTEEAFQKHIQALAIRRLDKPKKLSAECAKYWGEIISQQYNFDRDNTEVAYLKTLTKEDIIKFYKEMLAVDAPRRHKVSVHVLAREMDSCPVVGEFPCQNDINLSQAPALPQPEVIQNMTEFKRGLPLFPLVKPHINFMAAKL
# CHRM4 agonist – CHRM4 agonism in calcium assay; P08173; CHO-K1 hM4/Gqi5, Fluo-8 calcium fluorescence; vehicle 0%, full acetylcholine response 100%; activation, % at 3 µM; hit rate 0.14% among 360,000;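 active means activation above the run mean over all test wells plus 3 SD, cut at about 32% in these data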;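 further: peak over basal fluorescence ratio per well then scaled between controls; 0% = DMSO wells and 100% = acetylcholine at EC100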
# The depositor's hits bear a star; · = not tested or not shown.
# Fields – CHRM4 antagonist	CHRM4 agonist	M4 PAM	CRFR2-BP ag	CHRM5 agonist	CHRM5 PAM	IDE inh	M5 antag	CRFR2-BP antag
C[C@H](NC(=O)[C@H](Cc1ccccc1)n1c(=O)[nH]c2ccccc2c1=O)C(=O)N1CCC(C(=O)O)CC1
  -4	0	2	-1.5	0	3	-6	0	-4
CN(C)c1ccc(C(=O)NCC(c2cccs2)N2CCOCC2)cc1 (stereo unspecified)
  -1	1	14	-0.3	1	5	-3	7	-2
COc1ccc(-n2nc([N+](=O)[O-])c(=NCCc3ccc(Cl)cc3)n2O)cc1
  0	2	-5	-2.2	-1	1	-1	-4	-18
O=C(COC(=O)CN1C(=O)C2CC=CCC2C1=O)Nc1cccc([N+](=O)[O-])c1 (stereo unspecified)
  7	3	0	-0.5	5	-1	·	-6	-5
CCCC(C)NC(=O)c1cccc(Oc2ccccc2)c1 (stereo unspecified)
  -7	-3	4	0.1	-6	6	1	-11	5
O=C(N/N=C/c1ccccc1OCc1ccccc1Cl)c1cccnc1
  3	7	-11	2.5	0	-4	-3	3	-50
CC(C)Oc1ccc(C(=O)NC2CCSc3ccccc32)cc1 (stereo unspecified)
  5	-1	-4	-0.2	-7	0	0	2	-6
Cc1cccn2c(=O)c3cc(C(=O)O)n(C)c3nc12
  -6	0	2	-2.0	2	-1	7	1	-7
O=C(Nc1ccc(S(=O)(=O)N2CCOCC2)cc1)c1ccc(F)cc1
  8	5	-4	0.4	4	-2	-2	4	4
Cc1nn(Cc2ccccc2)c(C)c1NC(=O)CSc1nnc(-c2cc(Cl)ccc2O)n1C
  -1	5	-3	0.6	0	-8	1	2	12
COCC(Cc1ccccc1)NC(=O)Cn1cc(C)c(=O)[nH]c1=O (stereo unspecified)
  0	0	2	-1.5	2	-2	·	3	-9
O=C(Cc1ccccc1)NCCc1cn2ccsc2n1
  -1	0	-4	-0.8	0	-2	8	-2	-28
O=C(OCC(=O)N1CCN(C(=O)c2ccco2)CC1)c1cc(=O)c2ccccc2o1
  1	1	1	-1.7	3	-2	5	0	8
CCn1ccnc1CN(C)C(=O)c1ccc2nc(Cc3ccc(OC)cc3)oc2c1
  15	2	-16	0.0	-11	-4	2	-6	-6
NC(N)=NS(=O)(=O)c1ccc(NC(=S)NC(=O)/C=C/c2cccs2)cc1
  8	1	-8	-1.7	1	-1	3	-4	-41

# (continued)
# Fields – CHRM4 antagonist	CHRM4 agonist	M4 PAM	CRFR2-BP ag	CHRM5 agonist	CHRM5 PAM	IDE inh	M5 antag	CRFR2-BP antag
CCCCOCCCNC(=O)C[C@@H]1C[C@@]2(C(=O)OC)CC(C)(C)CC=C2N(Cc2ccco2)C1=O
  9	0	-1	·	-2	1	·	6	·
Cc1ccc(S(=O)(=O)Cn2nnnc2CN2CCOCC2)cc1
  2	0	3	-0.1	2	-3	-2	-2	2
Cc1ccc(S(=O)(=O)CC(C)N2CCOCC2)c(S(=O)(=O)CC(C)N2CCOCC2)c1 (stereo unspecified)
  -2	0	-5	-3.0	-2	-3	1	6	5
CCOc1ccc(CNC(=O)C2CCCN(S(=O)(=O)N3CC(C)CC(C)C3)C2)cc1OC (stereo unspecified)
  -8	2	3	-3.0	-2	-2	0	5	6
CC(/C=N/NC(=O)c1nnn(-c2nonc2N)c1CN1CCCCC1)=C\c1ccccc1
  -4	0	5	3.3	-5	-2	9	2	-7
COC(=O)[C@H](CC(C)C)NC(=O)Nc1cccc(Br)c1
  10	0	-6	-0.5	-1	-8	3	7	-34
COc1ccc(N2CCN(C(=O)c3cn(C4CCCC4)c(=O)c4c3c3ccccc3n4C)CC2)cc1
  2	8	-5	1.3	-1	-8	-4	5	-23
CC(=O)OCC(=O)c1ccc2ccn(C(C)=O)c2c1
  -5	0	4	-1.1	3	-3	1	-4	0
C=CC[C@H](CC(=O)N(CCO)Cc1ccccc1)C(=O)N[C@H](C)COC(=O)[C@@H](CC=C)CC(=O)OC(C)(C)C
  -3	9	5	1.3	0	-6	0	10	-7
CC1(C)CC(=O)/C(=C(\O)c2ccccc2)C(=NCCc2ccccc2)C1
  10	2	-7	-3.2	-1	-5	-1	2	-27
Cc1nnc(NC(=O)C2CSC3(C)CCC(=O)N23)s1 (stereo unspecified)
  1	0	3	-0.1	-1	-6	1	0	0
CCC[n+]1cn(/C(C(=S)Nc2cccc(Cl)c2C)=C(/[O-])c2ccc(OC)c(OC)c2)c2ccccc21
  0	0	-8	1.5	-5	-4	-1	-2	-10
CC1(N(O)/C=C2\C=CC=CC2=O)CCCCC1=O (stereo unspecified)
  -7	0	-6	-1.4	-2	9	-3	-17	-5
CCOCc1nc(C)c(Cl)c(NS(=O)(=O)c2ccc(N)cc2)n1
  -2	0	8	-2.2	-2	5	7	-11	-47
O=C(O)c1c2c(nc3ccc(S(=O)(=O)N4CCC(C(=O)NCc5ccccc5Cl)CC4)cc13)CCCC2
  -4	0	0	0.8	-2	-2	-4	7	-2

# (list continues)
# Fields – CHRM4 antagonist	CHRM4 agonist	M4 PAM	CRFR2-BP ag	CHRM5 agonist	CHRM5 PAM	IDE inh	M5 antag	CRFR2-BP antag
CC1(N(O)C=C2C=CC(=O)C=C2)CCCCC1=O (stereo unspecified)
  -5	1	10	2.7	3	1	-4	-1	3
COc1cccc(C(=O)Nc2cc(C)c3c(=O)oc4ccccc4c3n2)c1
  -13	1	0	-0.7	2	-5	-6	-3	0
NC(=O)Nc1ccc(C(=O)N2CCN(S(=O)(=O)Cc3ccccc3)CC2)cc1
  0	1	1	6.7	2	6	0	-10	-13
CC(Nc1cccc(C(=O)NC2CC2)c1)c1nnc(-c2ccccc2)o1 (stereo unspecified)
  -6	2	5	-6.0	5	1	3	13	8
CC(C)C(=O)N1CCN(c2ccccc2NC(=O)c2ccco2)CC1
  7	1	-7	0.4	-4	-9	1	21	-12
Cc1[nH]c2ccccc2c1C(=O)C(=O)NCCC1=CCCCC1
  -2	6	1	0.8	-2	-5	0	1	-13
NC(=O)c1ccc(OCc2ccccc2)nc1
  -2	1	3	-4.7	2	4	·	11	-1
CC1CC(C)CN(C(=O)CSc2nnc(-c3ccc(Cl)cc3)o2)C1 (stereo unspecified)
  -29	1	1	0.2	-2	-2	2	-5	-16
Cc1ccc(NC(=S)NNC(=S)NNc2ccccc2)cc1C
  -14	0	2	-2.9	-2	-1	·	1	-27
CCN(C(=O)COC(=O)/C=C/c1cccc(Cl)c1)c1c(N)n(Cc2ccccc2)c(=O)[nH]c1=O
  9	1	0	0.0	4	5	3	-9	2
Cn1c(SCC(=O)c2ccccc2)nnc1C1CC1
  0	0	0	-0.7	-2	2	-2	5	-4
C[C@H](CO)N1C[C@H](C)[C@@H](CN(C)C(=O)Nc2ccc(C(F)(F)F)cc2)Oc2c(NS(=O)(=O)c3cn(C)cn3)cccc2C1=O
  6	1	2	-1.0	2	-12	6	16	1
CS(=O)(=O)N(CC(=O)N1CCc2ccccc2C1)Cc1ccc(Cl)cc1
  -5	2	1	-1.0	-2	1	2	-4	12
O=C(OCC(=O)N1CCc2ccccc21)c1ccncc1
  -1	1	-1	-0.2	0	-4	2	-1	7
CCOn1c(=O)c(-c2ccc(OC)c(OC)c2)[n+]([O-])c2ccccc21
  1	1	-4	3.8	-3	12	7	-9	-10

# (more compounds)
# Fields – CHRM4 antagonist	CHRM4 agonist	M4 PAM	CRFR2-BP ag	CHRM5 agonist	CHRM5 PAM	IDE inh	M5 antag	CRFR2-BP antag
Cc1csc2c(N3CCN(C(=O)NC(C)(C)C)CC3)ncnc12
  -5	15	-31	-0.5	6	-11	1	9	0
CCCSc1ccc([C@@H]2[C@H]3C(=O)N(CC)C(=O)[C@H]3[C@]3(C(=O)OC)CCCCN23)cc1
  -1	4	-9	7.3	2	3	2	10	-8
COc1cc(/C=C/C(=O)N2CCCc3ccccc32)cc(OC)c1OC
  12	9	-9	18	1	-14	2	16	15
COCCNCC(=O)Nc1ccccc1Sc1ccccc1
  -4	1	2	-3.2	-5	1	-1	2	7
O=C(O)c1ccc(CSc2ncn[nH]2)cc1
  -6	0	6	0.1	2	0	-5	8	20
CCC(C)CN1C(=O)CSCC1(C)C(=O)Nc1ccc2c(c1)OCCO2 (stereo unspecified)
  0	2	-4	·	-6	-10	·	-1	·
CC(NC(=O)COc1ccc(N(C)S(=O)(=O)c2ccccc2)cc1)c1ccccc1 (stereo unspecified)
  -10	3	-3	-0.2	-5	1	4	3	15
O=[N+]([O-])c1ccc(N/N=C/c2cn(-c3ccccc3)nc2-c2ccccc2)cc1
  -6	1	23	5.4	2	-1	5	1	-4
COc1ccccc1NC(=S)N(Cc1cccnc1)Cc1ccccc1Cl
  -9	3	2	-7.6	-6	2	1	5	-1
COc1ccccc1CC(=O)NNS(=O)(=O)c1cccc([N+](=O)[O-])c1
  6	1	-5	-0.7	-3	-5	3	11	-8
NS(=O)(=O)c1ccc(NC(=O)CCC(=O)c2ccc(Cl)s2)cc1
  -9	0	24*	-1.1	-3	5	-6	0	-1
O=C(O)Cn1cc(C(=S)N2CCCCC2)c2ccccc21
  1	0	-2	0.7	-5	-7	3	-7	-14
c1ccc2c(c1)CCc1c-2nc2ccccc2c1N1CCOCC1
  -2	1	-14	-0.1	3	-1	0	15	-19
CCC(C)c1ccccc1NC(=O)C(C)Sc1n[nH]c(N)n1 (stereo unspecified)
  -11	0	1	-0.3	0	1	-6	-2	2
COc1ccc2nc3c(cc2c1)c(NC(=O)c1cccs1)nn3CC(C)C
  13	4	1	-6.0	-1	-7	4	4	17

# New compounds follow.
# Fields – CHRM4 antagonist	CHRM4 agonist	M4 PAM	CRFR2-BP ag	CHRM5 agonist	CHRM5 PAM	IDE inh	M5 antag	CRFR2-BP antag
Cn1c(=O)c2c(-c3ccccc3)n(-c3ccccc3O)cc2n(C)c1=O
  -3	1	6	-1.7	-2	0	-5	8	-2
Cc1ccc(S(=O)(=O)NCc2ccc3c(c2)cc(C)n3C)cc1
  17	3	-9	1.6	0	-10	2	19	10
COc1ccc(C2=NN(C(=O)CN3CCCC3)C(c3ccc(OC)cc3)C2)cc1 (stereo unspecified)
  2	2	-1	0.5	-3	-9	1	14	-8
CCN(CC)C(=O)c1c([N+](=O)[O-])c(C(C)(C)C)nn1C
  1	1	1	-0.2	-5	1	8	-3	5
Cc1ccc(NC(=O)CSCC(=O)OC(C)C(=O)Nc2ccc(S(N)(=O)=O)cc2)c(C)c1 (stereo unspecified)
  -8	1	10	7.2	2	3	-1	1	-24
NC(=O)C1CCN(C(=O)c2ccc([N+](=O)[O-])cc2NC(=O)c2cccs2)CC1
  -3	0	-4	1.7	-3	-1	2	14	-4
Cc1cccc(NC(=O)CN2CCN(C(=O)c3cnn(Cc4ccccc4)c3)CC2)c1C
  -1	3	17	0.4	2	7	-1	11	-5
COC(=O)c1ccc(NC(=O)C[n+]2ccccc2)cc1
  7	2	-5	-0.4	-13	0	-2	3	-2
C#CCN(C(=O)CC1C(=O)NCCN1C/C=C/c1ccccc1)C1CCCCC1 (stereo unspecified)
  -4	1	4	-1.7	-4	6	-1	5	-5
NC(=O)CC(NC(=O)c1cccc(Br)c1)c1ccc(N2CCC(Br)CC2)c([N+](=O)[O-])c1 (stereo unspecified)
  8	0	6	0.9	-2	6	3	10	1

# 2 compounds from above, limited to M5 antag and CHRM5 PAM:
SMILES	M5 antag	CHRM5 PAM
NC(=O)C1CCN(C(=O)c2ccc([N+](=O)[O-])cc2NC(=O)c2cccs2)CC1	14	-1
Cc1cccc(NC(=O)CN2CCN(C(=O)c3cnn(Cc4ccccc4)c3)CC2)c1C	11	7
